From PubChem
STK33 inh: inhibitors of human STK33 kinase. 320,000 tested, 0.073% active. purified STK33, MBP phosphorylation, ADP-Glo luminescence. Q9BYT3. inhibition, % at 10 µM;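 active means inhibition at or above 25%, using the most active replicate where run in duplicate; inactive means inhibition below 25%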
Target sequence (Q9BYT3 whole entry, looked up): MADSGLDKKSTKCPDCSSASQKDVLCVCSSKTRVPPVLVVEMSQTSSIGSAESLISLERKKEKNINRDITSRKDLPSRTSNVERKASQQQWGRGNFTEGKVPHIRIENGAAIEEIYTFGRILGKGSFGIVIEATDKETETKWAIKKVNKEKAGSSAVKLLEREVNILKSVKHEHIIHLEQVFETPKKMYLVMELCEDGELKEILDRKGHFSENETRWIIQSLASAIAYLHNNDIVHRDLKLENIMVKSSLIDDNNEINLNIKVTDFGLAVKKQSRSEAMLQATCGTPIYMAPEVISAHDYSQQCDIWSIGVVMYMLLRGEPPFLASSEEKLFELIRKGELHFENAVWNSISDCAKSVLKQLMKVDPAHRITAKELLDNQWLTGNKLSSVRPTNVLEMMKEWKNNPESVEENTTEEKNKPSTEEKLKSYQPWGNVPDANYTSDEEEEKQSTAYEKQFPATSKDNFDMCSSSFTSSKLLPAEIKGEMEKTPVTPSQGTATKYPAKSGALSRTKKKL
Starred values were filed as active, the others as inactive. Only part of the results is shown. The share of hits here may be higher or lower than overall.

SMILES	STK33 inh
COc1ccc2ccc(OCC(=O)Nc3cc(C)on3)cc2c1	-0.8
O=C(NCC(c1ccco1)N1CCCC1)c1cc(=O)[nH]c2ccccc12 (configuration not stated)	-1.6
CCOc1ccc(NC(=O)CN(C)Cc2ccc3c(c2)OCO3)cc1S(=O)(=O)N1CCCC1	-0.8
CN(CCNC(=O)C1(O)c2ccccc2NC(=O)N1c1ccccc1)Cc1ccccc1 (configuration not stated)	0.0
c1coc(CNc2ncnc3c2oc2ccccc23)c1	-1.1
COC(=O)c1ccc(OCC(=O)NCCC2=CCCCC2)c(OC)c1	0.1
COc1ccc2sc(-c3ccc(S(C)(=O)=O)cc3)c(-c3ccc4c(c3)OCCO4)c2c1	-2.4
COc1cc(C#Cc2ccc3cc(CCCO)oc(=O)c3c2)cc(OC)c1	0.6
CCOC(=O)[C@H]1[C@H]2COc3ccc(Cl)cc3[C@@H]2N2C(=O)c3cc(C)ccc3NC(=O)[C@@]12C	-0.3
CSc1ccccc1C(=O)OCC(=O)N1CCN(C(C)=O)CC1	5.0
O=C(CCNC(=O)c1ccccc1Cl)Nc1cccc(S(=O)(=O)N2CCCC2)c1	-0.6
O=C(CCC(=O)Nc1ccccc1Cl)NNC(=O)C1CCCCC1	-1.4
Cn1c(=O)c2c(nc(CN3CCCCC3)n2Cc2c(F)cccc2Cl)n(C)c1=O	-1.4
CCC(C(=O)OCC(=O)N1CCN(c2ccc(OC)cc2)CC1)c1ccccc1 (configuration not stated)	-0.3
COCCn1c(C)cc(/C=N/NC(=O)c2cc3ccccc3cc2O)c1C	0.5
COc1cccc(C2=CC(=O)C[C@H](c3ccc(Cl)cc3)C2)c1OC	0.2
COc1ccc(C)cc1NC(=O)CN1CCN(S(=O)(=O)c2ccc3ccccc3c2)CC1	-1.4
CCN(C(=O)CN1C(=O)CN(C)C1=O)c1cccc2ccccc12	-0.3
CCCOc1c(Br)cc(C(=O)OCC(=O)NC(=O)c2cccn2C)cc1OC	0.4
Cn1nnnc1Sc1ncnc2scc(-c3ccc([N+](=O)[O-])cc3)c12	0.9
COc1ccc(OCCOc2ccc(N(C)S(=O)(=O)c3ccccc3)cc2)cc1	-0.6
Cc1ccc(C(=O)N2CCCCC2C(=O)O)cc1S(=O)(=O)N1CCCCC1 (configuration not stated)	-1.0
COc1ccc(CNC(=O)c2cccc(S(=O)(=O)N3CCCCC3)c2)cc1OC	0.0
O=C1CC(C(=O)N2CCN(c3ccccc3Cl)CC2)CN1Cc1ccccc1 (configuration not stated)	1.2
Nc1c(C(=O)CSc2nc(-c3ccccc3)cs2)c(=O)[nH]c(=O)n1C1CC1	-1.2
The results go on.
SMILES	STK33 inh
O=C(NCCC(=O)N1CCN(c2ccccn2)CC1)c1ccc([N+](=O)[O-])cc1	-0.4
COc1ccc(NC(=O)Nc2ccc3c(c2)C(=O)N([C@H](C)CO)C[C@H](C)[C@@H](CN(C)S(=O)(=O)c2ccc(F)cc2)O3)cc1	-0.2
CCOc1ccc(Oc2cc(NC(=O)c3ccco3)cc([N+](=O)[O-])c2)cc1	0.3
CC(=O)c1ccc(N2C(=O)CC(N3CCN(S(=O)(=O)c4ccc(C)c(C)c4)CC3)C2=O)cc1 (configuration not stated)	-2.4
Cc1ccc(CN2CC(C(=O)NCCC3=CCCCC3)CC2=O)cc1 (configuration not stated)	-1.2
Cc1nnc(NC(=O)CCC(=O)N2CCN(S(=O)(=O)c3cc([N+](=O)[O-])ccc3C)CC2)s1	-1.3
CCN(CC(=O)Nc1ccc(NC(C)=O)cc1)S(=O)(=O)/C=C/c1ccccc1	-0.2
NS(=O)(=O)c1ccc(CNC(=O)c2ccc(Cl)c(S(=O)(=O)NCc3ccccc3)c2)cc1	-0.9
Cc1cc(C(=O)COC(=O)c2ccc(O)cc2)c(C)n1CC(F)(F)F	-3.6
COc1ccc(CC(=O)Nc2ccc(S(=O)(=O)N3CCC(C)CC3)cc2)c(OC)c1	0.0
Cc1ccc(CONC(=O)c2ccc(C)cc2)cc1	-0.5
O=C(COc1ccc(Br)cc1F)Nc1nnc(C2CC2)s1	-1.2
O=C(/C=C/c1cccc([N+](=O)[O-])c1)OCC(=O)N1CCOCC1	-1.7
Cc1cccc(N2CCN(C(=O)CCc3nc4ccccc4c(=O)[nH]3)CC2)c1C	-0.1
CC(OC(=O)c1ccc2ccccc2c1)C(=O)N(C)Cc1ccccc1 (configuration not stated)	-0.7
COc1ccc(C2C=C(c3ccc(Cl)cc3)Nc3nc(NC(C)=O)nn32)cc1 (configuration not stated)	-0.6
CN(C)c1ccc(/C=N\NC(=S)SCN2C(=O)C3CCC(C)(C2=O)C3(C)C)cc1 (configuration not stated)	-0.4
CC1CCCCC1NC(=O)COc1ccc(C#N)cc1 (configuration not stated)	0.2
O=C(CNC(=O)c1ccc2ccccc2c1)NC1CCCCC1	-1.0
CCCCN1C(=O)c2ccc(C(=O)OCC(=O)N3CCN(c4ccccc4)CC3)cc2C1=O	1.7
Cc1ccc(NC(=O)CN(C)C(=O)CSc2nnc(N)s2)cc1	-0.8
CCOc1ccccc1NC(=O)c1cc(-c2ccccn2)nc2ccccc12	-1.1
Cc1ccccc1NC(=O)COC(=O)c1cccc(S(=O)(=O)N2CCCCC2)c1	-0.5
COc1ccc(NS(=O)(=O)c2cccc(C(=O)NN=Cc3cc(Br)c(O)c(Br)c3)c2)cc1	-1.1
C=CCn1c(SCC(=O)c2ccc(O)c(O)c2)nnc1-c1cccc(C)c1	0.4

Part of the list above, in CSV form:
structure,STK33 inh
COCCn1c(C)cc(/C=N/NC(=O)c2cc3ccccc3cc2O)c1C,0.5
CCOC(=O)[C@H]1[C@H]2COc3ccc(Cl)cc3[C@@H]2N2C(=O)c3cc(C)ccc3NC(=O)[C@@]12C,-0.3
Cc1ccc(CONC(=O)c2ccc(C)cc2)cc1,-0.5

(listing goes on)
SMILES	STK33 inh
CC1(C2CC2)NC(=O)N(CC(=O)Nc2ccc(Cl)c([N+](=O)[O-])c2)C1=O (configuration not stated)	-1.1
CCOc1ccc(S(=O)(=O)N2CCN(C(=O)c3ccc(C)c(S(=O)(=O)N4CCOCC4)c3)CC2)cc1	-1.1
COc1ccccc1NC(=O)COc1cccnc1[N+](=O)[O-]	0.3
COc1ccc(C(=O)OCCc2cc3ccccc3c(=O)o2)cc1	0.4
CC(C)CC1NC(=O)c2cc(Cl)ccc2-n2c1nc1cc(F)ccc1c2=O (configuration not stated)	0.1
COc1ccc2c(c1)O[C@@H](c1cccc(C(F)(F)F)c1)[C@H](OC(=O)Nc1ccc(OC(F)F)cc1)C2=O	-1.1
Cc1ccccc1NC(=O)CON=C(N)c1ccccc1	0.1
CCCn1nc(C(=O)Nc2nc(-c3ccccn3)cs2)c2ccccc2c1=O	0.8
Cc1cc(C)c(C)c(S(=O)(=O)N2CCN(C(=O)c3cc(S(=O)(=O)N4CCOCC4)ccc3F)CC2)c1C	-0.4
COc1cccc(OC)c1OC(=O)C1CC(=O)N(c2ccc3c(c2)OCCO3)C1 (configuration not stated)	-0.4
COC(=O)C1=COC(OC2OC(CO)C(O)C(O)C2O)C2C1C=CC2(O)CO (configuration not stated)	-2.4
O=C(CCCNC(=O)c1ccc(Cl)cc1)Nc1nccs1	0.2
O=C(NCCC(=O)N1CCN(S(=O)(=O)c2ccccc2Cl)CC1)Nc1ccccc1	0.3
CC(=O)c1cccc(OCC(=O)Nc2cccc(C(=O)Nc3c(C)n(C)n(-c4ccccc4)c3=O)c2)c1	-0.4
CN1CCC[C@@H]1CCNC(=O)c1cccc2c1C(=O)c1ccc(N3CCCC3)cc1S2(=O)=O	-1.2
Cc1ccc(NC(=O)CN2C(=O)NC(C)(C3CC3)C2=O)cc1S(=O)(=O)N1CCCCC1 (configuration not stated)	-1.1
CCOC(=O)c1ccccc1NC(=O)c1cccs1	-0.9
COc1ccc(NC(=O)N(C)C[C@H]2Oc3c(NS(=O)(=O)c4cccs4)cccc3C(=O)N([C@@H](C)CO)C[C@@H]2C)cc1	0.3
O=C(COC(=O)C1CC2CCCC(C1)C2=O)Nc1cccc(F)c1 (configuration not stated)	6.9
COc1ccc(NC(=O)c2cc(-c3ccccn3)nc3ccccc23)cc1S(=O)(=O)N(C)C	0.5
NC(N)=NCc1cccc(I)c1	-1.4
COc1ccc2c(c1)OC[C@H]1[C@H]2N2C(=O)c3cc(F)ccc3NC(=O)[C@@]2(C)[C@H]1c1ccccc1	0.9
NC(=O)c1cc([N+](=O)[O-])ccc1NCc1cccc2ccccc12	-0.9
CC1CCCC(NC(=O)COC(=O)c2cc(S(=O)(=O)N3CCOCC3)ccc2F)C1C (configuration not stated)	-0.8
COc1ccc(-c2c(-c3ccccc3OC)sc3ccccc23)cc1C=O	-0.6

Gathered by group: those above containing a CF3 group
SMILES	STK33 inh
Cc1cc(C(=O)COC(=O)c2ccc(O)cc2)c(C)n1CC(F)(F)F	-3.6
COc1ccc2c(c1)O[C@@H](c1cccc(C(F)(F)F)c1)[C@H](OC(=O)Nc1ccc(OC(F)F)cc1)C2=O	-1.1

The listing picks up; the 7 compounds before the break are reprinted first.
SMILES	STK33 inh
O=C(COC(=O)C1CC2CCCC(C1)C2=O)Nc1cccc(F)c1 (configuration not stated)	6.9
COc1ccc(NC(=O)c2cc(-c3ccccn3)nc3ccccc23)cc1S(=O)(=O)N(C)C	0.5
NC(N)=NCc1cccc(I)c1	-1.4
COc1ccc2c(c1)OC[C@H]1[C@H]2N2C(=O)c3cc(F)ccc3NC(=O)[C@@]2(C)[C@H]1c1ccccc1	0.9
NC(=O)c1cc([N+](=O)[O-])ccc1NCc1cccc2ccccc12	-0.9
CC1CCCC(NC(=O)COC(=O)c2cc(S(=O)(=O)N3CCOCC3)ccc2F)C1C (configuration not stated)	-0.8
COc1ccc(-c2c(-c3ccccc3OC)sc3ccccc23)cc1C=O	-0.6
Nc1ccc(C(=O)N/N=C/c2ccc(N3CCOCC3)s2)cc1	-0.4
COc1cc2c(-c3ccc4[nH]ccc4c3)c(-c3ccc(C#N)cc3)oc(=O)c2cc1OC	0.9
CC(=NNC(=O)c1cccc(S(=O)(=O)N2CCCC2)c1)c1ccccc1	-0.1
CCC1(c2ccccc2)NC(=O)N(CC(=O)N(c2ccccc2)C2CCS(=O)(=O)C2)C1=O (configuration not stated)	-0.6
Cc1nc(NC2=NCN(CCCN3CCOCC3)CN2)nc2c(C)cccc12	2.2
CN(CC(=O)NCC(c1ccccc1)N1CCCC1)S(=O)(=O)c1ccc(Cl)cc1 (configuration not stated)	-0.3
CCCCN(C(=O)c1ccc(-c2ccc(Cl)cc2)o1)c1c(N)n(CCC)c(=O)[nH]c1=O	1.1
COC(=O)Cc1ccc(NC(C)=O)cc1	-0.5
O=C(/C=C/C=C/c1ccc2c(c1)OCO2)N1CCCCC1	-0.4
O=C(Nc1cccc(S(=O)(=O)N2CCOCC2)c1)C12CC3CC(CC(C3)C1)C2	-0.9
CSc1nnc(-c2cc3c(s2)-c2ccccc2CC3)o1	-1.0
O=C(Cc1cccc(NC(=O)C2CCCN(C(=O)C3CCC3)C2)c1)Nc1cccc(C(=O)N2CCCC2)c1 (configuration not stated)	-0.4
CC(CNC(=O)Cn1cnc2c(OCc3ccccc3)ncnc21)c1ccccc1 (configuration not stated)	-1.2
CC(C)C(NC(=O)c1ccccc1NC(=O)C(C)(C)C)C(=O)N1CCOCC1 (configuration not stated)	-0.2
Cc1cccc(NC(=O)C(C)Sc2nc3nc(C)cc(C)n3n2)c1 (configuration not stated)	-1.3
COc1cc(NC(=O)CCc2c(C)noc2C)c(Cl)cc1C(=O)O	-1.1
CCOC(=O)c1ccccc1NC(=O)Cc1ccc(OC)c(S(=O)(=O)N2CCOCC2)c1	-0.1
CN(CC(=O)NCCc1ccc(S(N)(=O)=O)cc1)CC(=O)Nc1ccccc1Cl	0.0
O=C(c1ccc(COc2ccccc2)o1)N1CCN(S(=O)(=O)c2ccccc2Cl)CC1	-0.8
Cc1noc(C)c1S(=O)(=O)NCc1ccc(CN(C)C)cc1	1.5
Cc1cc(Br)ccc1NC(=O)CNC(=O)CSc1nccn1C	-0.6
Cc1ccc(S(=O)(=O)Nc2ccc3cn[nH]c3c2)cc1	2.2
CCN(C(=O)CSc1nnc(C2CC2)n1-c1ccccc1)C1CCS(=O)(=O)C1 (configuration not stated)	0.4
Cc1cc(C(=O)N2CCC(C(N)=O)CC2)c(C)o1	-1.5
Cc1ccc(C(=O)N2CC(C)CC(C)C2)cc1S(=O)(=O)N1CCCCC1 (configuration not stated)	-1.0
Carrying on:
SMILES	STK33 inh
C[C@H](CO)N1C[C@H](C)[C@@H](CN(C)CC2CC2)Oc2c(NS(=O)(=O)c3ccccc3)cccc2C1=O	-2.4
COc1ccc(S(=O)(=O)N2CCCCCC2)cc1C(=O)NCCc1ccc(F)cc1	0.0
CCOC(=O)[C@H]1[C@H]2COc3ccc(C)cc3[C@@H]2N2C(=O)c3cc(F)ccc3NC(=O)[C@@]12C	1.1
C[C@H]1CN=C(N(C)C)N1CCC1CCCC1	-2.0
COc1ccc(NC(=O)COC(=O)c2cc(C)oc2C)cc1OC	-1.5
CCC(NC(=O)C(C)NC)C(=O)N1CCCC1C(=O)NC1CCCc2ccccc21 (configuration not stated)	-0.5
COc1ccc2c(c1)oc1c(SCc3nc4ccccc4[nH]3)nc(C)nc12	0.4
CC(=O)c1c(C)[nH]c(C(=O)Nc2cc(S(=O)(=O)N3CCCCC3)ccc2C)c1C	-0.7
O=C(OCCOc1ccccc1F)c1cccc(S(=O)(=O)N2CCOCC2)c1	0.7
CN(c1ccccc1)S(=O)(=O)c1cccc(C(=O)NC2CCCC2)c1	-1.0
CC(=O)Nc1ccc(SCC(=O)N(C)CC(=O)Nc2ccccc2Cl)cc1	-0.3
CC(C)[C@H](NC(=O)c1ccc(C(C)(C)C)cc1)C(=O)N1CCN(Cc2ccc3c(c2)OCO3)CC1	2.1
C=CCC(NC(=O)Cc1ccccc1)C(=O)NCCC (configuration not stated)	-0.7
CC(C(=O)NC1CCCCC1)N1CCN(S(=O)(=O)c2cccs2)CC1 (configuration not stated)	-0.7
Cc1ccc(NC(=O)c2cc(NC(=O)c3ccco3)ccc2N2CCOCC2)cc1Cl	-1.1
